High-throughput results from PubChem BioAssay.
KCNK3 block = human KCNK3 channel inhibitors, primary screen, CHO cells, FluxOR thallium flux, B-score. hit rate 0.84% among 340,000. FluxOR fluorescence; active compounds read low. B-score at 10 µM. Potassium channel subfamily K member 3 (Homo sapiens), O14649. AID 602410, 2012;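 active = B-score under library mean minus 4 SD, starting fluorescence ratio at most library mean plus 5 SD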;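 also: more negative B-score means stronger inhibition of thallium flux through KCNK3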
Target sequence (O14649 whole entry, looked up): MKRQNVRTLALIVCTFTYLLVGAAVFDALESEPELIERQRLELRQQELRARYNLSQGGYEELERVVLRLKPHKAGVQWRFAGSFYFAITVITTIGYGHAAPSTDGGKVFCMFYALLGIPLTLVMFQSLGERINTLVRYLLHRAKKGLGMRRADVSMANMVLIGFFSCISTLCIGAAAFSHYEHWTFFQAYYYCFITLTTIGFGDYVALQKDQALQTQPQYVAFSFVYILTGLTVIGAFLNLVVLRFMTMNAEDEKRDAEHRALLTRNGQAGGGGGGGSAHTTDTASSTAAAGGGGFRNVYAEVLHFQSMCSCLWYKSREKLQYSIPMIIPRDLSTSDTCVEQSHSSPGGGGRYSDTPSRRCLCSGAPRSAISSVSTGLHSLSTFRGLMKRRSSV
GSK3A inh = blockers of GSK3A enzyme activity – biochemical, luminescence, cell-free homogeneous, HTS, primary screen; Glycogen synthase kinase-3 alpha (Homo sapiens), P49840; GSK-3 alpha kinase, ADP-Glo luminescence, 60 min; inhibition, % at 10 µM; hit rate 0.1% among 320,000; AID 2650, 2010;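 in the data active = inhibition above about 50%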;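 also: GST-tagged GSK-3 alpha with peptide substrate and 25 µM ATP; 0% = DMSO neutral wells and 100% = GW8510 positive control wells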
Target sequence (P49840 whole entry, looked up): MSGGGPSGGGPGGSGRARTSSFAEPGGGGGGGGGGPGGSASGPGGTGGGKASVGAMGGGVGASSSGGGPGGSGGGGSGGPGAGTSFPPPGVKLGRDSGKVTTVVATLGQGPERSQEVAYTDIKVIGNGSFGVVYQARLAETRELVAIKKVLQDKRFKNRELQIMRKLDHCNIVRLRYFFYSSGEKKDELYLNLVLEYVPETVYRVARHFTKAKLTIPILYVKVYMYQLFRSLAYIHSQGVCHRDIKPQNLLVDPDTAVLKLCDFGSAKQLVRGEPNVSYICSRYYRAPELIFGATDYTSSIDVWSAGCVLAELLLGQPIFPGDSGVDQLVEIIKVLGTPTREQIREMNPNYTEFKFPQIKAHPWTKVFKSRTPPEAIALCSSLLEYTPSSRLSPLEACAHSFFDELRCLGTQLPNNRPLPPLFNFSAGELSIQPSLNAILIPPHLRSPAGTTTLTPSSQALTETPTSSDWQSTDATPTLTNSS
DYRK1A inh = rat Dyrk1A kinase inhibitors, primary screen, biochemical, single point, plate reader. ADP-Glo luminescence, NFATc1 peptide. hit rate 0.43% among 310,000. inhibition, % at 12.5 µM. Dual specificity tyrosine-phosphorylation-regulated kinase 1A (Rattus norvegicus), Q63470; in the data active = inhibition above about 50%;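 also: plate controls were vehicle with enzyme for no effect and no enzyme for full effect; many of its hits are not listed in these tables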
Active calls of the source: *; i = inactive.

SMILES	KCNK3 block	GSK3A inh	DYRK1A inh
N#C/C(=C\c1cccnc1)C(=O)Nc1ccccc1	i	1.4	-3.2
NS(=O)(=O)c1ccc(NC(=O)COC(=O)c2ncc(Cl)c(Cl)c2Cl)cc1	i	-3.2	3.5
CCOc1ccc(N(CC(=O)NC2CCCC2)C(=O)CCC(=O)Nc2ccccn2)cc1	i	0.5	-1.0
COc1ccc([C@H]2CC(=O)C=C(c3ccc(Cl)c(C(F)(F)F)c3)C2)cc1OC	i	0.1	-3.2
O=C(CSc1nc2ccccc2o1)NC1CCS(=O)(=O)C1 (stereo not given)	i	-0.8	-2.7
C[C@]12C(=O)N(c3cccc(F)c3)C(=O)N1[C@H]1c3ccccc3OC[C@@H]1[C@H]2c1ccccc1	i	-0.2	-0.1
C[C@H](CO)N1C[C@H](C)[C@@H](CN(C)S(=O)(=O)c2ccccc2)Oc2ccc(NC(=O)Cn3cnnn3)cc2C1=O	i	-0.6	3.1
CCc1cccc2c(C(=O)CN3C(=O)NC4(CCCCC4)C3=O)c[nH]c12	i	-3.2	-0.3
COc1ccc(N2CCN(C(=O)CN3c4cccc5cccc(c45)S3(=O)=O)CC2)cc1	i	-1.0	0.1
CCN(CC)C(=O)N1CCN(c2c([N+](=O)[O-])c(=O)oc3ccccc23)CC1	i	6.1	10.8
COc1ccc(S(=O)(=O)N(C)C[C@H]2Oc3ccc(NC(=O)Nc4ccccc4)cc3C(=O)N([C@H](C)CO)C[C@@H]2C)cc1	i	-1.9	-4.3
CC(=O)c1cccc(NC(=O)c2cc(=O)[nH]c3ccc(S(=O)(=O)N4CCOCC4)cc23)c1	i	-4.1	-6.9
COC(=O)C1=C(C)N(Cc2ccccc2)C(=NCC(C)C)N[C@H]1c1cccc(F)c1	i	2.1	7.7
O=S(=O)(c1cccc2cnccc12)N1CCNCC1	i	2.1	6.6
CCc1c(C)c(C#N)c2nc3ccccc3n2c1N(C)C	i	8.0	6.2
Cc1ccccc1OCC(O)Cn1nnc2ccccc21 (stereo not given)	i	2.2	3.9
C[C@@H]1COC(=O)[C@H](CC(=O)OC(C)(C)C)C/C=C\C[C@@H](CC(=O)N[C@H](CO)Cc2ccccc2)C(=O)N1	i	-1.6	3.4
O=C(CSCc1ccc(F)cc1)Nc1ccc(N2CCOCC2)cc1N1CCOCC1	i	0.0	3.1
CN(C)c1ccc(Nc2c3c4c(cccc4n(C)c2=O)C(=O)c2ccccc2-3)cc1	i	1.8	-1.2
NS(=O)(=O)c1cccc(NC(=O)CSc2n[nH]c(-c3cccs3)n2)c1	i	3.9	9.6
Clc1cccc(-c2ccc3ncnc(NCc4cccnc4)c3c2)c1	i	1.1	15.0
CN(CC(=O)NCC(=O)Nc1ccc(F)c(F)c1F)C1CCS(=O)(=O)C1 (stereo not given)	i	-0.8	-1.4
O=C(C[C@@H]1C/C=C\CCC(=O)OC[C@H](Cc2ccccc2)NC1=O)N[C@@H](CO)Cc1ccccc1	i	-2.7	1.7
Cc1ccc(NC(=O)CSCC(=O)NC2(C)CCS(=O)(=O)C2)cc1 (stereo not given)	i	-4.1	-1.5
COc1ccccc1CNC(=O)C(CCSC)NC(=O)c1cccc(S(=O)(=O)N2CCOCC2)c1 (stereo not given)	i	-0.4	-1.0
Next part
SMILES	KCNK3 block	GSK3A inh	DYRK1A inh
COc1ccccc1OCCNC(=O)c1cc(C2CC2)nc2c1cnn2C(C)C	i	-0.7	-2.4
C[C@H](CO)N1C[C@H](C)[C@@H](CN(C)S(=O)(=O)c2ccccc2)Oc2c(NC(=O)Nc3ccc4c(c3)OCO4)cccc2C1=O	i	-3.9	-2.6
N#Cc1ccc(OCC(=O)NCC2COc3ccccc3O2)cc1 (stereo not given)	i	-2.4	-0.2
CCC(C)(C)C1CCC2(CC1)NC(=O)N(CC(=O)NCCc1ccc(OC)c(OC)c1)C2=O (stereo not given)	i	-1.5	2.1
O=C(Nc1cc(S(=O)(=O)N2CCOCC2)ccc1N1CCCCC1)c1ccccc1Br	i	-0.7	-2.5
Cc1nnc(SCC(=O)NC2CCCC2)n1-c1ccccc1	i	0.2	-0.6
COc1ccc(C)cc1NC(=O)COC(=O)c1ccc2c(c1)OCO2	i	1.3	5.4
CN(C)C(CNC(=O)c1cc2ccccc2o1)c1ccco1 (stereo not given)	i	2.2	8.2
COc1ccc(C(=O)OCC(=O)N2C(C)CCCC2C)cc1S(=O)(=O)N1CCOCC1 (stereo not given)	i	1.8	-9.2
Cc1ccc(C2=CC(=O)CC(C)(C)C2)cc1	i	4.9	-2.7
CCOC(=O)C1CCN(C(=O)CCn2c(=O)[nH]c3ccsc3c2=O)CC1	i	0.0	4.7
Cc1cccc(CCN2C(Nc3ccccc3)=NC[C@@H]2CC(C)C)c1	i	1.5	9.9
COc1ccc(CNC(=O)CCS(=O)(=O)c2cccc3nonc23)cc1	i	-1.4	0.4
Cc1nn(CC(=O)Nc2ccc3c(c2)CCC3)c(C)c1[N+](=O)[O-]	i	-1.2	2.8
COc1cccc([C@@H]2CC=C(C(=O)O)CN2S(=O)(=O)c2ccc(C)cc2)c1	i	-2.0	2.4
CS(=O)(=O)c1ccc(C(=O)Nc2cc(-c3ccccc3)nn2-c2ccccc2)cc1	i	-2.8	5.4
CN(C)S(=O)(=O)c1ccc(C(=O)Nc2ccccc2C(=O)NCCCN2CCOCC2)cc1	i	-8.7	7.4
C[C@H]1CN([C@@H](C)CO)C(=O)c2cccc(NS(=O)(=O)c3cn(C)cn3)c2O[C@H]1CN(C)S(C)(=O)=O	i	-3.8	-5.1
NC(=O)C1Cc2ccccc2CN1C(=O)c1nn(Cc2ccccc2)c(=O)c2ccccc12 (stereo not given)	i	0.2	-1.1
COc1cc(CCC(=O)N2CCN(S(=O)(=O)c3ccc(C)c(C)c3)CC2)cc(OC)c1OC	i	-3.7	-2.4
CCCn1c(SCC(=O)c2cc(C)n(C3CC3)c2C)n[nH]c1=O	i	2.1	-0.6
CCN(C(=O)CSc1nc2ccc(C)cc2[nH]1)C1CCS(=O)(=O)C1 (stereo not given)	i	-1.4	-3.4
CC(=O)Nc1oc(-c2cccc3ccccc23)nc1C#N	i	-5.3	21.1
CC(C)c1cccc(C2=CC(=O)C[C@H](c3ccc(F)cc3)C2)c1	i	1.0	5.4
COc1ccc([C@H]2CC(=O)C=C(/C=C/c3ccc(Cl)cc3)C2)cc1	i	0.4	4.0
Continued:
SMILES	KCNK3 block	GSK3A inh	DYRK1A inh
Cc1ccc(C(=O)OC(C)C(=O)NC2CCCCC2C)s1 (stereo not given)	i	-0.1	-2.7
Cc1ccsc1C(=O)OCC(=O)c1cc(C)n(C)c1C	i	-3.1	-5.0
Nc1ccn(CC(=O)NCc2ccccn2)c(=O)n1	i	-0.2	-4.6
CCC(C)NC(=O)C(NS(=O)(=O)c1ccc2c(c1)c(=O)n(C)c(=O)n2C)c1ccccc1 (stereo not given)	i	0.4	-1.2
CC1=CC(c2ccccc2)n2nc(NS(=O)(=O)c3ccc(C)cc3)nc2N1 (stereo not given)	i	-7.9	-7.2
O=C(NCCN1C(=O)S/C(=C/c2cccnc2)C1=O)C1=NN(c2ccccc2)C(=O)CC1	i	18.0	0.3
Cc1cccc(NS(=O)(=O)c2ccc3c(c2)Cc2cc(S(=O)(=O)Nc4cccc(C)c4C)ccc2-3)c1C	i	-3.8	1.9
CCC(=C(c1ccc(OC)cc1)c1ccc(OC)cc1)c1cn(CC(O)CN2CCN(C)CC2)c2ccccc12 (stereo not given)	i	10.7	-7.6
O=C(C[C@@H]1C/C=C/CCCC(=O)O[C@H](c2ccccc2)CNC1=O)N[C@H](CO)Cc1ccccc1	i	0.1	4.5
O=C(NC1=NCCS1)c1cccc(S(=O)(=O)N2CCOCC2)c1	i	-2.6	-0.7
CN1CCN(C(=O)c2ccc3c(=O)n(CCc4ccccc4)c(=S)[nH]c3c2)CC1	i	-3.6	-2.6
CC(C)C[C@H]1CN=C(N(C)C)N1CCCCc1ccccc1	i	-0.7	-19.9
CC(OC(=O)c1ccccc1)C(=O)NCc1ccco1 (stereo not given)	i	-2.5	3.6
CN(C)S(=O)(=O)c1ccc2nnn(OCC(=O)NC3CCS(=O)(=O)C3)c2c1 (stereo not given)	i	-2.2	-2.1
CCN(CC)c1ccc(C(=O)NNC(=O)c2ccc3c(=O)n4c(nc3c2)CCC4)cc1	i	0.7	-2.4
O=[N+]([O-])c1ccccc1S(=O)(=O)N1CCN(S(=O)(=O)c2ccc3c(c2)OCCO3)CC1	i	-2.5	2.0
Cn1nc(C(=O)OCC(=O)Nc2ccccc2[N+](=O)[O-])c2ccccc2c1=O	i	1.1	3.4
CCOC(=O)CSCc1c(C#N)c2ccccc2n1C	i	5.2	21.6
COC(=O)C1=C(C)N(Cc2ccccc2)C(=NCc2ccccc2)N[C@H]1c1ccccc1	i	5.2	7.3
CN(C(=O)CSc1ncnc2sc3c(c12)CCCC3)C1CCS(=O)(=O)C1 (stereo not given)	i	0.1	5.0
CC(C(=O)NCC(=O)Nc1ccc(F)c(F)c1F)N1CCN(Cc2ccc(C#N)cc2)CC1 (stereo not given)	i	4.6	-4.6
CCc1noc(C)c1C(=O)N1CCN(S(=O)(=O)c2c(C)cc(C)cc2C)CC1	i	-2.9	-3.1
O=C(Cc1n[nH]c(=O)c2ccccc12)OCC(=O)c1ccccc1	i	-1.7	3.7
CCOc1ccc([C@@H]2CC=C(C(=O)O)[C@H](c3ccc(F)cc3)N2S(=O)(=O)c2ccc(C)cc2)cc1	i	-5.1	-9.7
Cc1cc(NC(=O)CSCC(=O)Nc2nc3ccc(F)cc3s2)no1	i	-29.1	-1.1
Additional compounds:
SMILES	KCNK3 block	GSK3A inh	DYRK1A inh
COC(=O)c1ccc(C)c(NC(=O)CCCN2C(=O)CN(C)C2=O)c1	i	-0.5	-8.1
COC(=O)[C@@]12CCCCN1[C@H](c1ccc(-c3ccc(F)cc3)c(OC)c1)[C@@H]1C(=O)N(C)C(=O)[C@@H]12	i	1.1	7.0
COC(=O)c1c(C)[nH]c(C(=O)OCC(=O)c2ccc(C)s2)c1C	i	-3.7	-0.9
O=C(COc1ccc(-n2cnnn2)cc1)Nc1ccc(F)c(Cl)c1	i	0.7	-3.9
O=C(COC(=O)c1c(F)cccc1F)NCc1ccc2c(c1)OCO2	i	-1.5	0.5
C[C@H](CO)N1C[C@H](C)[C@@H](CN(C)S(=O)(=O)c2cn(C)cn2)Oc2ccc(NC(=O)Nc3ccc4c(c3)OCO4)cc2C1=O	i	-1.8	2.6
O=C(NC1CCC(Oc2ccc(C(=O)O)cc2)CC1)NC12CC3CC(CC(C3)C1)C2 (stereo not given)	i	-2.5	-2.7
CCN(CC)c1ccc(NC(=O)c2ccc(S(=O)(=O)N3CCOCC3)cc2)cc1	i	-0.2	1.5
O=c1c2c3nc4ccccc4nc3n(-c3ccc4c(c3)OCCO4)c2ncn1C1CCCC1	i	0.4	-5.0
CCOc1ccc(C(=O)NCC(c2cccs2)N2CCOCC2)cc1 (stereo not given)	i	-5.8	-0.7
CC(=O)N1CCN(S(=O)(=O)c2ccc3c(c2)OCCO3)CC1	i	0.3	6.5
O=C(C[C@H]1C/C=C\C[C@@H](Cc2ccc(F)cc2)C(=O)OC[C@@H](Cc2c[nH]c3ccccc23)NC1=O)NCCO	i	1.4	15.4
COC(=O)c1nc(N)sc1-c1ccccc1	i	0.2	-9.0
Cc1cccc(-c2noc(CN(C(=O)c3c(-c4ccccc4Cl)noc3C)C(C)C)n2)c1	-11.6*	-1.2	16.1
CCCCN(C(=O)c1ccc2c(c1)OCO2)c1c(N)n(CC(C)C)c(=O)[nH]c1=O	i	-3.9	-3.3
Oc1ccc(Cl)cc1CNCC1CCCCC1	i	2.3	15.2
C=CCOc1cccc(C2C(C(=O)c3ccc(C)o3)=C(O)C(=O)N2CCN(C)C)c1 (stereo not given)	i	1.5	-3.1
CC1=CC(C)(C)Nc2cc(C)c(C)cc21	i	-1.6	-2.7
C[C@H](CO)N1C[C@H](C)[C@@H](CN(C)S(=O)(=O)c2ccc(F)cc2)Oc2c(NC(=O)CCC(F)(F)F)cccc2C1=O	i	-3.4	0.4
O=C(Nc1ccc(Cl)c(S(=O)(=O)N2CCCCC2)c1)c1cccnc1	i	-1.9	-1.2
CCCC(=O)Nc1ccc(C(=O)COC(=O)C2CC2C)cc1 (stereo not given)	i	13.5	14.7
O=C(CSc1cccc[n+]1[O-])Nc1ccccc1C(F)(F)F	i	0.3	-3.1
O=C(Nc1ccccc1)N1CCC(C(=O)N2CCN(Cc3ccccc3)CC2)CC1	i	-1.7	6.7
O=C(OCC(=O)N1CCc2ccccc21)[C@@H]1CC(O)CN1S(=O)(=O)c1ccccc1[N+](=O)[O-] (stereo not given in full)	i	0.7	0.3

Profiles as entered above. Order of screens: KCNK3 block	GSK3A inh	DYRK1A inh
C[C@H](CO)N1C[C@H](C)[C@@H](CN(C)S(=O)(=O)c2cn(C)cn2)Oc2ccc(NC(=O)Nc3ccc4c(c3)OCO4)cc2C1=O as listed: i	-1.8	2.6
Oc1ccc(Cl)cc1CNCC1CCCCC1 as listed: i	2.3	15.2
COC(=O)c1ccc(C)c(NC(=O)CCCN2C(=O)CN(C)C2=O)c1 as listed: i	-0.5	-8.1
O=C(CSc1cccc[n+]1[O-])Nc1ccccc1C(F)(F)F as listed: i	0.3	-3.1

This is a subset, so the mix of outcomes need not match the whole.
